RmlCD inh mix: RmlC/RmlD inhibition, mixture screen | RmlC/RmlD coupled enzyme inhibition, 384-well mixture HTS | inhibition, % at 5.5 µM | 110,000 tested, 0.39% active | AID 1532; in the data active means inhibition above about 30%, passing the limit was not always enough; inconclusive means no clear call, values can overlap the other calls; further: strong numbers were not always called active
RT RNaseH block: blocks HIV-1 RNase H cleavage of RNA/DNA duplex; P04585; RT-RNase H RNA/DNA duplex cleavage, fluorescence; inhibition, % at 10 µM; 65,000 tested, 1.9% active; AID 565; in the data active means inhibition above about 50%
* marks the source's active call; other numbers are inactive results; ? = inconclusive; nt = not tested or not shown.

1: Cc1nc2ccccc2c2nc(NC(=O)Cc3ccccc3)nn12
2: CCN1CCN(C(c2ccccc2)c2nnnn2CCc2ccc(OC)c(OC)c2)CC1 (stereo unspecified)
3: CC(=O)c1cccc(NC(=O)C2CCCN2S(=O)(=O)c2cccc3cccnc23)c1 (stereo unspecified)
4: COC(=O)c1ccc(OC)c(CSc2nnc(COc3ccc(OC)cc3)o2)c1
5: O=C(Nc1ccc(Cl)cc1)NC1CCS(=O)(=O)C1 (stereo unspecified)
6: c1ccc(Cn2ncc3c(N4CCOCC4)ncnc32)cc1

Screen / compound no.	1	2	3	4	5	6
RmlCD inh mix	-8	-10	1	18	-9	-2
RT RNaseH block	3	-4	-21	-25	-4	nt

7: CCOc1ccc(-n2c(=S)sc3c(=O)[nH]c(SCC(=O)NCc4ccco4)nc32)cc1
8: CN(/N=C/c1cccs1)c1cc(=O)n(C)c(=O)[nH]1
9: c1ccc(OCCOCCN2CCOCC2)cc1
10: CC1(C)CC(=O)C(C=NCC(O)c2ccccc2)=C(O)C1 (stereo unspecified)
11: CCOC(=O)c1ccccc1NC(=O)c1ccc(Cl)c(S(=O)(=O)N2CCOCC2)c1
12: Cc1c(N=Cc2cccs2)c(=O)n(-c2ccccc2)n1C

Screen / compound no.	7	8	9	10	11	12
RmlCD inh mix	6	-46	6	6	nt	25
RT RNaseH block	-10	nt	nt	-8	-11	2

13: COc1cccc(C(=O)Nc2cc(=O)n(C)c(=O)n2C)c1OC
14: CCOC(=O)N1CCN(C(=O)CCn2c(=S)[nH]c3cc(OCC)c(OCC)cc3c2=O)CC1
15: O=C(OCc1c(Cl)nc2sccn12)c1cc2c(s1)CCCC2
16: Cn1c(=NC(=O)c2cnccn2)sc2ccccc21
17: Nc1c(C(=O)NCc2ccc3c(c2)OCO3)c2nc3ccccc3nc2n1CCCN1CCOCC1
18: COC(=O)CSc1nc(C)cc(C(F)(F)F)c1C#N

Screen / compound no.	13	14	15	16	17	18
RmlCD inh mix	14	nt	nt	3	17	12
RT RNaseH block	-6	4	-10	-53	-106	nt

19: COc1cc(OC)cc(OCC(O)Cn2ccnc2C)c1 (stereo unspecified)
20: O=C(C1CC(=O)N(C2CCCCCCC2)C1)N1CCC2(CC1)OCCO2 (stereo unspecified)
21: CC1Cc2ccccc2N1C(=O)CN(C)S(=O)(=O)c1cccc2cccnc12 (stereo unspecified)
22: CN1CCN(C(=O)C2=C[C@H](C3CC3)C[C@H](OCc3ccc(CO)cc3)O2)CC1
23: CS(=O)(=O)N1CCCC(C(=O)N2CCC3(CC2)OCCO3)C1 (stereo unspecified)
24: Cc1ccc(N(CC(=O)Nc2cc(Cl)ccc2Oc2ccccc2)S(C)(=O)=O)cc1C

Screen / compound no.	19	20	21	22	23	24
RmlCD inh mix	-10	-8	-14	-18	-16	10
RT RNaseH block	-11	nt	nt	nt	-13	nt

25: COc1ccc(S(=O)(=O)NCCSCc2ccco2)cc1OC
26: CC(=O)Nc1ccccc1OP1(=O)COc2ccccc2OC1
27: CCOC(=O)c1nnc(-c2ccc(C)cc2)nc1Sc1ccc(Cl)cc1
28: COCCNC(=O)C1CCC(=O)N(c2ccc(OC)cc2)C1c1ccc(OC)c(OC)c1 (stereo unspecified)
29: O=C(Nc1cccnc1)c1cc(-c2cccs2)on1
30: COc1c(Cl)ccc(Cl)c1C(=O)NC(=O)N1CCOCC1

Screen / compound no.	25	26	27	28	29	30
RmlCD inh mix	4	5	-7	-10	7	-11
RT RNaseH block	nt	1	nt	nt	2	-4

31: COc1ccccc1NC(=O)CN1CCN(CC(=O)Nc2ccccc2F)CC1
32: CCCc1cc(=O)n2[nH]c(NCc3ccccc3F)nc2n1
33: CCOC(=O)c1nnn(-c2nc(N3CCCC3)nc(N3CCCC3)n2)c1-c1ccccc1
34: CCOC(=O)c1c(C)nc2sc3c(=O)n(-c4ccc(OC)cc4)cnc3c2c1-c1ccc(OC)cc1
35: CCCN1C(=O)c2ccc(C(=O)NCc3ccco3)cc2C1=O
36: CCOC(=O)c1cc(=O)n2nc(-c3ccccc3F)nc2s1

Screen / compound no.	31	32	33	34	35	36
RmlCD inh mix	nt	-10	nt	2	-10	-16
RT RNaseH block	-5	5	-13	nt	-11	1

37: Cc1ccc(S(=O)(=O)Cc2nc3ccccc3c(=O)[nH]2)cc1
38: O=C(OCC(=O)N1CCOCC1)c1ccc[nH]c1=O
39: CCOC(=O)CSc1nc2sc(C)c(C)c2c(=O)[nH]1
40: O=C(Nc1cccc(Cl)c1)c1ccc(-n2cncn2)c([N+](=O)[O-])c1
41: CCN(c1ccccc1)S(=O)(=O)c1ccc2[nH]cc(C(=O)NCCOC)c(=O)c2c1
42: CCCCC(=O)N1CCCC(C(=O)OCC)C1 (stereo unspecified)

Screen / compound no.	37	38	39	40	41	42
RmlCD inh mix	-10	-16	15	7	-9	-10
RT RNaseH block	nt	-5	-11	nt	1	nt

43: COc1ccccc1CNC(=O)c1cnc2sccn2c1=O
44: Cc1csc2nc(CSc3nc4ccccc4o3)c(Br)n12
45: CC1CCCC(C)N1C(=O)Cn1c(SCC(=O)NCc2ccc3c(c2)OCO3)nc2ccccc21 (stereo unspecified)
46: CCN(CC)c1ccc2c(C)c(CN3CCOCC3)c(=O)oc2c1
47: O=C1CC(c2ccc(F)cc2)CC(O)=C1C=NCCN1CCNCC1 (stereo unspecified)
48: CCCOc1ccc(OCC(=O)c2[nH]c(C)c(C(C)=O)c2C)cc1

Screen / compound no.	43	44	45	46	47	48
RmlCD inh mix	10	12	-12	63	6	0
RT RNaseH block	-63	-54	-8	-9	nt	nt

49: Cn1c(CCN2CCCCC2)nc2cc([N+](=O)[O-])ccc21
50: Cc1ccc(S(=O)(=O)c2nc(-c3cccs3)oc2SCC(N)=O)cc1
51: Cc1cccc(Nc2nc(N)nc(CN3CCN(c4ccccc4F)CC3)n2)c1
52: CC(C)NC(=O)CCCc1cn(C)c2ccccc12
53: CCn1cc(C(=O)NCC2CCCO2)c(=O)c2cc(F)c(N3CCN(C)CC3)cc21 (stereo unspecified)
54: CCN1CCN(C(=O)c2ccc3c(=O)n(CCC4=CCCCC4)c(=O)[nH]c3c2)CC1

Screen / compound no.	49	50	51	52	53	54
RmlCD inh mix	-19	-8	6	-9	17	-3
RT RNaseH block	nt	13	3	3	-2	-26

In a second layout: 2 of the compounds above
entry | compound | RmlCD inh mix | RT RNaseH block
50 | Cc1ccc(S(=O)(=O)c2nc(-c3cccs3)oc2SCC(N)=O)cc1 | -8 | 13
51 | Cc1cccc(Nc2nc(N)nc(CN3CCN(c4ccccc4F)CC3)n2)c1 | 6 | 3

Other compounds:
55: Cc1ccc(C)c(NC(=O)CSc2nnc([C@@H]3CCCN3C(=O)OC(C)(C)C)o2)c1
56: CC(=O)OC(C(=O)NCc1ccco1)c1ccncc1 (stereo unspecified)
57: O=C(NCc1ccco1)c1ccccc1NS(=O)(=O)c1cccs1
58: CCCCC(=O)NC(c1ccc(OC)c(OC)c1)c1c(O)ccc2ccccc12 (stereo unspecified)
59: CCOc1cc(CNCCCN2CCOCC2)ccc1OCC(=O)Nc1cccc2ccccc12
60: Clc1cccc(Cl)c1Cn1cnc2c(N3CCCCCC3)ncnc21

Screen / compound no.	55	56	57	58	59	60
RmlCD inh mix	-10	12	-7	-13	-16	5
RT RNaseH block	-2	-9	-37	nt	nt	-30

61: CC(=O)O[C@H]1C2OC(=O)C(C)=C2[C@@H]2OC(=O)[C@]3(CCC4OC41C)OC23 (stereo partly specified)
62: Cc1ccsc1C(=O)OCC(=O)NCC1CCCO1 (stereo unspecified)
63: NC(=O)CSc1nnc(Cc2cccs2)n1C1CCCCC1
64: O=C1c2ccccc2C2NC(=O)C3(CCCCC3)N12 (stereo unspecified)
65: NC(=O)CSc1nnc2n(-c3ccccc3)c(=O)c3c4c(sc3n12)CCCCC4
66: O=C1CC(N2CCN(Cc3ccc4c(c3)OCO4)CC2)C(=O)N1CCc1ccccc1 (stereo unspecified)

Screen / compound no.	61	62	63	64	65	66
RmlCD inh mix	-208	7	-12	5	-10	11
RT RNaseH block	nt	-6	nt	-12	-5	-9

67: O=C(CCC1CCCC1)Nc1ccon1
68: CC(=O)NCCCCCCNC(C)=O
69: C/C(=N\NC(=O)c1ccncc1)c1c(O)[nH]c(=O)[nH]c1=O
70: NCCCC[C@H]1CNC(=O)C(=O)N1CCc1cc(C(F)(F)F)cc(C(F)(F)F)c1
71: COC(=O)c1cccc(-n2nnnc2SCC(=O)Nc2cc(C)on2)c1
72: CC1(C)CC(=O)C(Sc2nnc(-c3ccc(NS(C)(=O)=O)cc3)n2Cc2ccco2)C(=O)C1

Screen / compound no.	67	68	69	70	71	72
RmlCD inh mix	15	-10	4	5	17	-7
RT RNaseH block	-16	-17	nt	nt	-10	3

73: Nc1nc(F)nc2c1ncn2[C@@H]1O[C@H](CO)[C@@H](O)[C@@H]1O
74: CCOC(=O)C1=C(N)n2c(s/c(=C/c3ccco3)c2=O)=C(C(=O)OC)C1c1ccco1 (stereo unspecified)
75: CC(=Nc1ccc(C)cc1)c1sc2ccccc2c1O
76: Cc1cc(C)nc(NC(=NCc2ccc3c(c2)OCO3)NC(=O)Nc2ccccc2)n1
77: Cc1ccc(N(CC(=O)NC2CCCCC2)C(=O)c2ccc(C)s2)cc1
78: COc1cccc(OC)c1C(=O)N1CC(C)OC(C)C1 (stereo unspecified)

Screen / compound no.	73	74	75	76	77	78
RmlCD inh mix	0	25	5	-2	13	75
RT RNaseH block	-8	-4	nt	-47	nt	-9

One compound at a time, as listed above. Values in the order: RmlCD inh mix, RT RNaseH block
Entry for CCOC(=O)C1=C(N)n2c(s/c(=C/c3ccco3)c2=O)=C(C(=O)OC)C1c1ccco1 (stereo unspecified) → 25, -4
Entry for COc1cccc(OC)c1C(=O)N1CC(C)OC(C)C1 (stereo unspecified) → 75, -9
Entry for Cc1ccc(N(CC(=O)NC2CCCCC2)C(=O)c2ccc(C)s2)cc1 → 13, nt
Entry for CC(=Nc1ccc(C)cc1)c1sc2ccccc2c1O → 5, nt
Entry for Nc1nc(F)nc2c1ncn2[C@@H]1O[C@H](CO)[C@@H](O)[C@@H]1O → 0, -8

More compounds follow.
79: COc1cccc2c1OC1(C)CC2NC(=O)N1c1cccc(C(=O)N2CCN(c3ccccn3)CC2)c1 (stereo unspecified)
80: O=S1(=O)C=CC(N2CCOCC2)C1 (stereo unspecified)
81: Cc1cc(C)c(C(=O)/C=C/c2ccc(C(C)C)cc2)c(=O)[nH]1
82: CCCOc1ccc2oc(=O)c3c(c2c1)CCCN3C(=O)CN1CCN(c2ncccn2)CC1
83: CCOC(=O)C1=C(C)NC(=O)NC1c1ccccc1OCc1c(F)cccc1Cl (stereo unspecified)
84: COc1ccc(CNC(=O)c2onc(C)c2Cl)cc1

Screen / compound no.	79	80	81	82	83	84
RmlCD inh mix	0	-12	19	-39	1	-10
RT RNaseH block	5	-6	nt	-3	nt	-3

85: Cc1ccc(SCc2nc(-c3cccnc3)no2)cc1
86: CCn1c(SCC(=O)NC(=O)Nc2ccc3c(c2)OCCO3)nnc1-c1cccs1
87: S=C1NCCc2ccccc2C1c1ccccc1Cl (stereo unspecified)
88: O=C(CCN1C(=O)c2ccccc2C1=O)NCc1ccco1
89: CC(C)(C)[C@@H]1C=C(C(N)=O)O[C@H](OCc2ccc(CO)cc2)C1
90: Cc1cccc(NC(=S)NNC(=O)c2ccc(Br)o2)c1

Screen / compound no.	85	86	87	88	89	90
RmlCD inh mix	15	-5	-10	-390	-14	?
RT RNaseH block	-37	4	nt	nt	nt	nt

Structural class, those above with a nitro group on carbon (two)
40: O=C(Nc1cccc(Cl)c1)c1ccc(-n2cncn2)c([N+](=O)[O-])c1
49: Cn1c(CCN2CCCCC2)nc2cc([N+](=O)[O-])ccc21

Screen / compound no.	40	49
RmlCD inh mix	7	-19
RT RNaseH block	nt	nt

Going on with the list:
91: COc1cc(NC(=O)CSc2nccc(C)n2)c(C(=O)O)cc1OC
92: Cc1cccc(-n2ncc3c(N4CCCc5ccccc54)ncnc32)c1
93: COc1ccc(S(=O)(=O)Cc2ccc(C(=O)N3CCc4ccccc4C3)o2)cc1
94: COc1cc2nc3c4ccccc4n(CC#N)c3nc2cc1OC
95: COC(=O)c1ccccc1NC(=O)CSc1nnc(CNS(=O)(=O)c2ccc(C)cc2)n1C
96: COc1ccc(Cc2nnc(NC(=O)Cc3cccs3)s2)cc1OC
97: CC(=O)Nc1nc(C2COc3ccccc3O2)cs1 (stereo unspecified)
98: c1ccc(C(c2ccccc2)N2CCN(c3ccc4ccccc4n3)CC2)cc1

Screen / compound no.	91	92	93	94	95	96	97	98
RmlCD inh mix	7	34	7	-2	2	0	6	-26
RT RNaseH block	-3	nt	-23	-14	10	80*	nt	nt

Assay outcomes (PubChem BioAssay)

A portion of the library (hit frequency here may not be typical).
